KAT2A inh: GCN5L2 (KAT2A) acetyltransferase inhibition | GCN5L2 HAT assay, ThioGlo1 CoA-SH fluorescence | Potency, µM (series often up to 58.9 µM), without a hit: at the highest dose activity change, negative = inhibition, most hits filed as inhibitors | 390,000 tested, 0.21% active | AID 504327
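GCN5L2 (20 nM) in 50mM HEPES pH 7.5, 0.1mM EDTA, 0.01% Tween-20 preincubated 15 min with compounds at room temperature. Reaction started with H3(1-25) 75uM, acetyl-CoA 70uM, ThioGlo1 50uM; CoA-thiol fluorescence (Ex340/Em540) read at 0 and 20 min.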
FEN1 inh: blocks human flap endonuclease 1 | P39748 | Recombinant FEN1 flap cleavage, fluorescence, 15 min | Potency, µM (titrated, usually from 114 µM), for inactives: top-dose activity change, negative = inhibition, hits mostly inhibitors | 390,000 tested, 0.35% active | AID 588795; further: nearly all actives have a fitted effect of over 65% in size
Target sequence (P39748 whole entry, looked up): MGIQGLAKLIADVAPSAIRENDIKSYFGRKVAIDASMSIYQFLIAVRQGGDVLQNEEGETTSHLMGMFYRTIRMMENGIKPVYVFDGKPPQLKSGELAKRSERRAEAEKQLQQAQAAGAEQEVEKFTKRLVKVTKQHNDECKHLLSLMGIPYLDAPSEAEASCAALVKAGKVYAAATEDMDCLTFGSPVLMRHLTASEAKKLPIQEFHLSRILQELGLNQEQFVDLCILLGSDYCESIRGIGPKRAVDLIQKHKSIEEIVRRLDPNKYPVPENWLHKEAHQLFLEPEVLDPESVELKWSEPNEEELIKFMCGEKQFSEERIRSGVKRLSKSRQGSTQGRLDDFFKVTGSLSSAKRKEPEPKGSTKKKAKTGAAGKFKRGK
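Potency values derive from four-parameter Hill fits of normalized qHTS data. The reaction used 10 nM FEN1 preincubated 15 min at room temperature with compound, then 50 nM DNA substrate, read at 0 and 15 min.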
TDP1 cell CPT: growth inhibition of DT40 Tdp1-/-;hTDP1 cells with camptothecin (screen for TDP1 inhibitors); chicken DT40 Tdp1-/-;hTDP1 cells + 20 nM CPT, ATP luminescence, 48 h; Potency, µM (doses to about 46.2 µM), without a hit: at the highest dose activity change, negative = growth inhibition, actives largely listed as inhibitors; 420,000 tested, 12% active; further: nearly all actives have a fitted effect of over 55% in size
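Cell growth measured by CellTiter-Glo luminescence after a minimum 48 h, 37 C compound exposure with 20 nM CPT in Tdp1-knockout DT40 cells stably expressing hTDP1, seeded 400/well; qHTS titration format.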
An asterisk follows results filed as active; u = inconclusive; x = no result given; & = joins results of further samples; [ ] = dose if it differs, or a comment. The call rests on the fitted dose curve; in most records, active means well fitted curve in the direction sought with a large enough effect; inconclusive means small, poorly fitted or top-dose-only effect, or another doubt; inactive means no such curve, though single readings can be large; an effect the other way counts as inactive or inconclusive. On the % scale 0 is the no-effect control and ±100 the full control effect; potency means the concentration at half of the fitted maximal effect. Not all compounds are listed. The share of hits here may be higher or lower than overall.

SMILES	KAT2A inh	FEN1 inh	TDP1 cell CPT
Cc1noc(C)c1COc1ccccc1C(=O)N(C)CC(=O)Nc1ccc(Cl)c(Cl)c1	-2%	-10%	u
O=C(c1cc2ccc3cccnc3c2[nH]1)N1CCN(c2cccc(C(F)(F)F)c2)CC1	25%	3%	u
O=C(COC(=O)C1=NN(c2ccccc2)C(=O)CC1)Nc1nc(-c2ccc(F)cc2)cs1	-7%	13%	u
O=C(O)CN1C(=O)S/C(=C\c2cccnc2)C1=O	-1%	-3%	-2%
O=C(CCc1nnc(-c2ccsc2)o1)N1CCc2c(Cl)cccc2C1	-8%	2%	-17%
COC(=O)C(Cc1ccc(OC(=O)c2ccccc2C)cc1)N1Cc2ccccc2C1=O (configuration not stated)	-11%	14%	u
COc1ccc(OC)c(S(=O)(=O)Nc2cccc(F)c2)c1	-9%	-15%	-8%
COc1ccc(Nc2ncnc3onc(-c4ccc(Cl)cc4)c23)cc1Cl	-19%	-2%	18µM*
Cc1cnc(N=Nc2ccccc2)[nH]1	x	12%	u
COc1ccc(NC(=O)c2ccc3c(c2)C(=O)N(CC2CCCO2)C3=O)cc1 (configuration not stated)	1%	-4%	14%
CC(O)C(NS(=O)(=O)c1ccc2ccccc2c1)C(=O)OCC(=O)Nc1ccccc1OC(F)F (configuration not stated)	x	1%	-13%
CC(C)Cn1c(-c2ccccc2F)n[nH]c1=S	-6%	-3%	12%
COc1ccc(C(=O)OC(C)C(=O)NC2CCCc3ccccc32)cc1OC (configuration not stated)	3%	-14%	-30%
CCn1cc(C(=O)N[C@@H](C)C(=O)OC)c(=O)c2cc3c(cc21)OCO3	-14%	1%	-17%
O=C(O)CC1=C(Nc2ccccc2)C(=O)N(c2ccccc2)C1c1ccc(Cl)cc1 (configuration not stated)	4%	2%	u
O=C(NCc1ccc(F)cc1)c1cc2c(s1)CCCC2	3%	4%	5%
Cc1ccccc1Cn1nnc2c(=O)[nH]c(C3CCN(C(=O)c4ccccc4)CC3)nc21	-3%	20%	-11%
CO/C(N)=C(\C#N)N=Cc1ccccc1Cl	-5%	-5%	17%
COc1cc([N+](=O)[O-])ccc1NC(=O)CSc1nnc(C)c(C)n1	-3%	-19%	-10%
Cc1cccnc1NC(=O)Nc1ccc(Cl)cc1	-17%	-4%	-3%
COC(=O)c1cc(NC(=O)CSc2nnc(CN3CCOCC3)n2C)ccc1Cl	-4%	-14%	-7%
COc1ccc(C(=O)NN2C(=O)C3C(c4ccccc4)C=CC(c4ccccc4)C3C2=O)cc1 (configuration not stated)	-1%	-1%	-1%
Cc1ccccc1-c1ccc(C=Nc2c(C)n(C)n(-c3ccccc3)c2=O)o1	-20%	-12%	-20%
O=C(COC(=O)CC1CC2CCC1C2)Nc1ccccc1Cl (configuration not stated)	-14%	-19%	-24%
O=c1[nH]c2ccccc2c(O)c1-[n+]1ccccc1	-6%	-16%	0%
CCCC1CCC(=NNC(=O)CNc2ccc(OC)cc2)CC1 (configuration not stated)	-1%	6%	-10%
COc1cc(C(=O)Nc2ccc3c(c2)CCN3C(C)=O)cc(OC)c1OC	-5%	-1%	u
Cc1ccc(-n2ncc3c2CCCC3NC(=O)CSc2ccccn2)cc1C (configuration not stated)	-1%	-5%	u
CCCOc1ccc(/C(O)=C2/C(=O)C(=O)N(CCCn3ccnc3)C2c2ccc(C)o2)cc1 (configuration not stated)	-10%	3%	13%
S=C(NCc1ccc2c(c1)OCO2)Nc1ccc(-c2nc3ccccc3[nH]2)cc1	-8%	-13%	21µM*
Cc1ccc(CNC(=O)CN2CCN(Cc3ccc(C)cc3)C2=O)cc1	-2%[0.501 µM]	-5%	-30%
COc1ccc(/C=C/C(=O)Nc2sc3c(c2C(=O)NCc2cccnc2)CCCC3)cc1	-6%	-3%	u
COc1ccccc1CNC(=O)Cc1ccc(C)cc1	2%	-2%	u
NNC(=O)c1nc[nH]c1C(=O)Nc1ccccn1	-7%	-2%	-5%
Clc1ccc(OCCCCCN2CCCC2)c(Br)c1	2%	0%	u
COc1ccc(-c2nn(-c3ccccc3)cc2N)cc1	-11%	-5%	-3%
COc1cc(/C=C(\C#N)c2ccccn2)ccc1OCc1ccccc1	-19%	8%	21%
O=C(Cc1ccccc1)N[C@@H](Cc1ccccc1)C(=O)O	-8%	-11%	-19%
c1ccc2c(c1)Sc1ccccc1-n1cnnc1-2	-1%	2%	-12%
O=Cc1cn(CC(=O)Nc2ccc(F)cc2)c2ccccc12	-4%	-2%	u
COc1ccc(S(=O)(=O)N2CCOCC2)cc1NC(=O)CSc1nnc(C2CC2)n1C1CC1	-5%	1%	-11%
Fc1ccc(NC(=S)Nc2cccc3ccccc23)cc1	-8%	-2%	-14%
CON=C(C(=O)NC1C(=O)N2C(C(=O)O)=C(CSc3nc(=O)c(=O)[nH]n3C)CSC12)c1csc(N)n1 (configuration not stated)	x	-22%	13%
CCOc1ccc(NC(=O)C2CC3CCC2C3)cc1 (configuration not stated)	x	-12%	16%
O=C(Nc1ccc(S(=O)(=O)NCc2ccccc2)cc1)Nc1ccc2c(c1)OCO2	3%	-1%	u
O=S(=O)(c1ccccc1)N1CCC(c2ccccc2)CC1	-3%	-18%	u
Cc1csc(SC(C)C(=O)Nc2ccc3c(c2)OCCO3)n1 (configuration not stated)	u	-9%	-11%
NC(=O)C1CCN(c2nc(-c3ccc4c(c3)OCCO4)cs2)CC1	-3%&-2%	16%	x
CCN1CCN(Cc2nc3c(c(=O)n(C)c(=O)n3C)n2CCc2ccccc2)CC1	-3%	39%[activator]	-25%
COc1ccccc1CN1C[C@@H]2C[C@@H](c3ccccc3C)N3CCC[C@@]23C1=O	2%	-20%	u
Continuation:
SMILES	KAT2A inh	FEN1 inh	TDP1 cell CPT
CS(=O)(=O)NN1C(=O)c2ccccc2NC1c1cccc2cccnc12 (configuration not stated)	0%	-1%	1%
CC(=O)N1CCN(C(=O)c2cccc(S(=O)(=O)NCc3ccccc3)c2)CC1	-9%	-2%	-2%
O=c1oc2ccccc2c(O)c1Sc1c(O)c2ccccc2oc1=O	x	15%	-22%
CCCN(CCC)CCNC(=O)C1CCCN(S(=O)(=O)c2cccc3nsnc23)C1 (configuration not stated)	-2%	3%	10%
Cc1nnc(N/N=C/c2cc([N+](=O)[O-])c(N3CCC(C)CC3)cc2N2CCC(C)CC2)n1N	-16%	-32%	-22%
COc1ccc2c3c([nH]c2c1)[C@H]1C[C@H]2[C@H](C[C@@H](O)[C@H](OC)[C@H]2C(=O)O)CN1CC3	-3%	-11%	u
O=S(=O)(NCC(c1cccnc1)N1CCN(Cc2ccccc2)CC1)c1ccccc1 (configuration not stated)	1%	15%	-30%
O=C(Nc1cccc(Cl)c1N1CCCC1)c1cccc(-c2cc3ccccc3oc2=O)c1	-21%	5%	18µM*
NC(=S)c1ncc(C(F)(F)F)cc1Cl	-15%	-6%	4%
Cc1ccc2cc(CCNC(=O)c3ccc(S(=O)(=O)N4CCCCC4)cc3)c(=O)[nH]c2c1	-3%	-17%	u
Cc1ccc(-n2c(=O)c3c(C)c(C)sc3n(Cc3ccc(F)cc3Cl)c2=O)cc1C	-5%	9%	-6%
CC(=O)Nc1ccc(OCC(=O)N2CCc3ccccc3C2)cc1	-6%	3%	-3%
COc1ccccc1CCN1CCCC(CN(C)CC(C)(C)CO)C1 (configuration not stated)	-4%	0%	-17%
CCC(NS(=O)(=O)c1ccc(C)cc1)C(=O)N1CCOCCOCCOCC1 (configuration not stated)	1%	-1%	11%
Cn1c(CCNC(=O)C(C)(C)C)nc2ccccc21	-6%	5%	-2%
Cc1ccc(S(=O)(=O)CC(=O)Nc2ccc(Cl)cn2)cc1	-2%	-4%	7%
CCC1CCCCN1C(=O)CSc1nnc2nc(C)cc(C)n12 (configuration not stated)	-6%	-5%	14%
CC(C)(C)c1ccc(/C=C/C(=O)NC2CCS(=O)(=O)C2)cc1 (configuration not stated)	-8%	15%	u
CCCCCNC(=O)CN(c1ccc2c(c1)OCO2)S(C)(=O)=O	-5%	3%	u
CCOC(=O)CSc1nnc(CNc2nc(-c3ccccc3)cs2)n1C	-17%	-9%	-2%

Reprinted at random: five compounds from above, in no set order.
SMILES	KAT2A inh	FEN1 inh	TDP1 cell CPT
CCCCCNC(=O)CN(c1ccc2c(c1)OCO2)S(C)(=O)=O	-5%	3%	u
Cc1ccc(S(=O)(=O)CC(=O)Nc2ccc(Cl)cn2)cc1	-2%	-4%	7%
Cn1c(CCNC(=O)C(C)(C)C)nc2ccccc21	-6%	5%	-2%
CCC1CCCCN1C(=O)CSc1nnc2nc(C)cc(C)n12 (configuration not stated)	-6%	-5%	14%
CC(=O)Nc1ccc(OCC(=O)N2CCc3ccccc3C2)cc1	-6%	3%	-3%

Next part.
SMILES	KAT2A inh	FEN1 inh	TDP1 cell CPT
COc1ccc(-c2cn3c(n2)sc2cc(C(=O)Nc4ccccc4F)ccc23)cc1	-8%	4%	u
O=C(C[n+]1cc(-c2ccc(F)cc2)n2c1CCC2)Nc1nc(-c2ccccc2)cs1	0%	4%	u
COc1ccccc1OCC(=O)N1CCN(C(=O)COc2ccccc2OC)CC1	-2%	-8%	8%
Cc1cc2nn(-c3ccc(F)cc3)nc2cc1NC(=O)c1ccc(OC(C)C)cc1	0%	-2%	x
COc1ccc(C(=O)N/N=C(\C)c2ccc(NC(=O)Cc3ccccc3)cc2)c(OC)c1	-3%	19%	-13%
O=C(N/N=C/c1ccc(OC2CSC2)cc1)c1ccc(CN2CCOCC2)cc1	0%	7%	-11%
Cc1c2n(c3ccccc13)CCC2=O	u	-8%	-1%
Cc1onc(-c2c(Cl)cccc2Cl)c1C(O)c1ccc(F)cc1 (configuration not stated)	11%	0%	1%
COc1ccc(-c2cnc3ccccc3n2)cc1NC(=O)CNC(=O)c1ccccc1	0%	0%	u
CCCCOc1c(C(=O)Nc2ccccc2)nnn1-c1ccccc1	-18%	-7%	u

Copied from the listing (5 entries):
SMILES	KAT2A inh	FEN1 inh	TDP1 cell CPT
COc1ccc(-c2cn3c(n2)sc2cc(C(=O)Nc4ccccc4F)ccc23)cc1	-8%	4%	u
O=C(C[n+]1cc(-c2ccc(F)cc2)n2c1CCC2)Nc1nc(-c2ccccc2)cs1	0%	4%	u
COc1ccccc1OCC(=O)N1CCN(C(=O)COc2ccccc2OC)CC1	-2%	-8%	8%
Cc1cc2nn(-c3ccc(F)cc3)nc2cc1NC(=O)c1ccc(OC(C)C)cc1	0%	-2%	x
COc1ccc(C(=O)N/N=C(\C)c2ccc(NC(=O)Cc3ccccc3)cc2)c(OC)c1	-3%	19%	-13%

Continuation.
SMILES	KAT2A inh	FEN1 inh	TDP1 cell CPT
O=C(NCc1ccc(Cl)c(Cl)c1)C1CCCC1	x	7%	-1%
O=C(Nc1ccccc1C(=O)N1CCCC1)c1ccc(Cl)c([N+](=O)[O-])c1	15%	4%	-22%
COc1cc(NC(=O)c2ccc(COCC(F)(F)F)cc2)cc(OC)c1OC	24%	-3%	-27%
Cn1c(=O)n(C)c2cc(NS(=O)(=O)c3ccc(Cl)cc3)c(NCc3ccccc3)cc21	2%	0%	10µM*
COc1ccc(-c2cc3ccccc3oc2=O)cc1NC(=O)c1ccc([N+](=O)[O-])o1	-5%	7%	21µM*
COCc1nn2c(N)c(-c3ccccc3)cnc2c1-c1ccccc1	-2%	6%	6%
CC1CCN(c2nc3ccccc3n2CC(=O)c2ccccc2)CC1	1%	-3%	u
COc1ccc2ccccc2c1/C=N/N1C(=O)CSC1=S	-3%	-5%	6%
CCCN1CNC(=S)N(c2ccc(C)cc2C)C1	-5%	0%	-2%
CCN1CCC(N(Cc2ccc(F)cc2)C(=O)Nc2cccc(C(F)(F)F)c2)CC1	0%	-4%	16µM*
CC(=O)C1=C(C)NC(SCC(N)=O)=C(C#N)C1CC(C)C (configuration not stated)	-17%	-18%	2%
COc1ccccc1CN1CC(C(=O)NC2(c3ccccc3)CC2)CCC1=O (configuration not stated)	-3%	-2%	-17%
Cc1ccc(Cl)cc1NC(=O)CN1CCN(C(=O)C2CCCO2)CC1 (configuration not stated)	-28%	-2%	-7%
Cc1nc(NC(C)C)c2cnn(CCc3ccccc3)c2n1	0%	-3%	-21%
COc1cc(NC(=O)N2CCSc3ccccc32)cc(OC)c1OC	-4%	-1%	u
OCC1(CCOc2ccccc2)CCN(Cc2ccc3c(c2)OCCO3)CC1	0%	-3%	5%

Compound activity from PubChem BioAssay.
